All columns: NCI-60 one-dose screen, growth in % after 48 h at 10 µM unless noted; 100 = growth as untreated, 0 = no growth, -100 = all killed.
OVCAR-8: OVCAR-8 ovarian cancer; hit rate 4.4% among 81,000; AID 1794782
RXF 393: RXF 393 renal cancer cells; hit rate 6.9% among 77,000; AID 1794773
ACHN: ACHN renal cancer; hit rate 4.9% among 81,000
TK-10: TK-10 renal cancer cells; hit rate 3.9% among 81,000; AID 1794769
CAKI-1: CAKI-1 renal cancer | hit rate 4.7% among 75,000 | AID 1794772
OVCAR-3: OVCAR-3 ovarian cancer. hit rate 7% among 79,000
OVCAR-5: OVCAR-5 ovarian cancer; hit rate 2.9% among 82,000; AID 1794783
A498: A498 renal cancer cells | hit rate 5.4% among 76,000 | AID 1794774
Numbers without * were called inactive; · = no result given; & = joins results of further samples. How the source made its calls: active means growth percent below 10; inactive means the rest. Only part of the results is shown. The share of hits here may be higher or lower than overall.

1	CCOP(=O)(OCC)Oc1cc(C)c(N(C)C)c(C)c1
2	C=CCC1(CCC)C(=O)NC(=O)NC1=O
3	Nc1cccc(P(N)(N)=O)c1
4	O=[N+]([O-])c1no[n+]([O-])c1-c1ccncc1
5	CCOc1ccc(C=C(C#N)C#N)cc1
6	ClC1CN2CCC1CC2 (configuration not stated)
7	O=C1c2ccccc2C(=O)c2c1ccc1ccccc21
8	CCCCSSC(Cl)(Cl)Cl
9	O=P1(c2ccccc2)CC=CC1
10	CO[C@@H]([CH2][Hg][S]C#N)[C@@H]([CH2][Hg][S]C#N)OC

entry no.	1	2	3	4	5	6	7	8	9	10
CAKI-1	105	116	105	96	107	95	84	102	98	107
RXF 393	96	107	120	97	115	124	117	·	103	58
TK-10	123	115	107	104	113	124	83	104	105	133
OVCAR-3	108	116	104	110	120	117	86	101	119	-100*
A498	151	127	113	106	114	103	98	75	110	118
ACHN	105	105	110	105	112	105	90	96	100	·
OVCAR-8	98	103	103	102	112	106	101	102	106	107
OVCAR-5	106	111	127	100	111	117	111	109	100	107

11	Nc1cccc2c1Oc1ccccc1O2
12	CC/C(=N/OC(=O)N(C)C)c1ccccc1
13	CCOP(=O)(OCC)Oc1c(Cl)c(Cl)c(O)c(Cl)c1Cl
14	CC(C)CC1N=C(NN=C2CCCCC2)SP1(=O)NNc1ncccn1 (configuration not stated)
15	CC(C)CNC(=O)CCl
16	O=C(N/N=C/c1ccc(N(CCCl)CCCl)cc1)c1cccc2ccccc12
17	O=[N+]([O-])c1c(Br)sc(Br)c1[N+](=O)[O-]
18	Nc1ncnc2c1ncn2C1OC(COP(=O)(O)CP(=O)(O)O)C(O)C1O (configuration not stated)
19	NC(N)=N/N=C/C/C=N/N=C(N)N
20	O=C1CC2OCC=C3CN4CCC56c7ccccc7N1C5C2C3CC46 (configuration not stated)

entry no.	11	12	13	14	15	16	17	18	19	20
CAKI-1	88	95	98	103	102	80	·	104	104	104
RXF 393	145	101	121	107	120	93	-75*	103	103	125
TK-10	115	98	118	99	108	88	-78*	99	104	175
OVCAR-3	103	121	116	105	104	62	-62*	109	114	105
A498	118	91	111	100	99	-9.3*	111	109	103	119
ACHN	99	109	92	104	105	81	-56*	111	109	99
OVCAR-8	104	102	106	95	100	·	5.2*	106	113	114
OVCAR-5	98	103	96	112	119	93	76	·	102	93

Some of the entries above in another layout.
14) CC(C)CC1N=C(NN=C2CCCCC2)SP1(=O)NNc1ncccn1 (configuration not stated)
  CAKI-1: 103
  RXF 393: 107
  TK-10: 99
  OVCAR-3: 105
  A498: 100
  ACHN: 104
  OVCAR-8: 95
  OVCAR-5: 112
16) O=C(N/N=C/c1ccc(N(CCCl)CCCl)cc1)c1cccc2ccccc12
  CAKI-1: 80
  RXF 393: 93
  TK-10: 88
  OVCAR-3: 62
  A498: -9.3*
  ACHN: 81
  OVCAR-8: ·
  OVCAR-5: 93
20) O=C1CC2OCC=C3CN4CCC56c7ccccc7N1C5C2C3CC46 (configuration not stated)
  CAKI-1: 104
  RXF 393: 125
  TK-10: 175
  OVCAR-3: 105
  A498: 119
  ACHN: 99
  OVCAR-8: 114
  OVCAR-5: 93
19) NC(N)=N/N=C/C/C=N/N=C(N)N
  CAKI-1: 104
  RXF 393: 103
  TK-10: 104
  OVCAR-3: 114
  A498: 103
  ACHN: 109
  OVCAR-8: 113
  OVCAR-5: 102

In the list so far, these contain a carbonyl joined to an NH by a bond outside any ring.
15	CC(C)CNC(=O)CCl
16	O=C(N/N=C/c1ccc(N(CCCl)CCCl)cc1)c1cccc2ccccc12

entry no.	15	16
CAKI-1	102	80
RXF 393	120	93
TK-10	108	88
OVCAR-3	104	62
A498	99	-9.3*
ACHN	105	81
OVCAR-8	100	·
OVCAR-5	119	93

Further records.
21	O=C1c2ccccc2-n2c(n[nH]c2=O)[C@@H]2CCCN12
22	CC(C)NC(C)(C)C(=O)c1ccccc1
23	COC(=O)CC[C@H](Cc1ccccc1)NC(=O)c1csc([C@@H](C[C@H](C(C)C)N(C)C(=O)[C@@H](NC(=O)[C@H]2CCCCN2C)C(C)C)OC(C)=O)n1
24	O=C1NC(=S)NC(=O)C1=Cc1ccc(OCC(=O)N2CCCC2)cc1
25	O=[N+]([O-])O[C@H]1CO[C@H]2[C@@H]1OC[C@H]2O[N+](=O)[O-]
26	ClCCN(CCCl)c1ccc(C=Nc2ccc(/C=C\c3ccnc4ccccc34)cc2)cc1
27	CCOP(=S)(NN=C1CCCCC1)OCC
28	CCCCOP(=O)(N1CCCC1)N1CCCC1
29	Cc1ccccc1NC(=O)NCCN1CC1
30	Cc1ccc(C(OC2CC3CCC(C2)N3C)c2ccccc2)cc1 (configuration not stated)

entry no.	21	22	23	24	25	26	27	28	29	30
CAKI-1	·	99	·	92	93&95	35	99	·	94&98	78
RXF 393	107	·	70	100	112&99	70	101	102	93&103	82
TK-10	96	108	42	100	107&87	63	112	98	105&104	67
OVCAR-3	111	96	-3.2*	108	109&107	90	108	105	107&112	92
A498	97	89	5.6*	86	106&91	78	102	106	102&93	106
ACHN	104	93	24	97	94&109	36	101	102	91&94	98
OVCAR-8	101	108	28	94	102&111	74	104	105	95&94	96
OVCAR-5	109	90	76	99	103&110	80	106	108	100&112	92

31	C=CCCN=C=S
32	CN1CC2CCC(C1)C2=O
33	COc1ccc(N(CC(=O)NCCC[Te]c2ccccc2)C(=O)CNC(=O)OC(C)(C)C)cc1
34	CCN(CC)CCOC(=O)C(OC(C)C)(c1ccccc1)c1ccccc1
35	O=C1C=C2C(=CCOC2O)O1 (configuration not stated)
36	COc1cc(/C=C/[N+](=O)[O-])cc(OC)c1OC
37	CCCCC(=O)c1cc(OC)cc(OC)c1
38	O=C(Nc1cccc(Cl)c1)OCC#CCN1CCCC1
39	CCOP(=O)(NCc1ccco1)OCC
40	COC(=O)[C@]12CCC(C)(C)C[C@H]1[C@H]1C(=O)C[C@@H]3[C@@]4(C)C[C@@]5(CC(C)(C)[C@@H]4CC[C@@]3(C)[C@]1(C)CC2)OO[C@@](C)(C(F)(F)F)O5

entry no.	31	32	33	34	35	36	37	38	39	40
CAKI-1	86	92	70	87	-13*	-78*	103	102	93	69
RXF 393	94	119	114	98	-75*	·	109	111	123	95
TK-10	62	93	76	89	-37*	-11*	108	·	117	96
OVCAR-3	72	106	103	97	-79*	-31*	109	100	107	106
A498	112	110	-16*	73	107	47	108	·	90	78
ACHN	80	102	84	104	-19*	-42*	98	99	106	94
OVCAR-8	93	104	9.9*	106	-21*	1.8*	·	108	103	98
OVCAR-5	95	103	22	93	42	23	98	104	102	94

41	O=C(NC(=O)c1c(F)cccc1F)Nc1cc(Cl)c(F)c(Cl)c1F
42	C=CCOC(=O)N1CC1
43	Nc1ccc([As](=O)(O)O)cc1
44	CCC[C@H]1CCCCN1
45	C[C@H]1[C@@H](Oc2ccc(-c3cn(-c4ccnc5cc(Cl)ccc45)nn3)cc2)O[C@@H]2OC3(C)CC[C@H]4[C@H](C)CC[C@@H]1[C@@]24OO3
46	Cc1cccc(CCN)c1
47	CN(Cc1cccnc1)N=O
48	NC(=O)c1cc([N+](=O)[O-])c(Cl)c([N+](=O)[O-])c1
49	C=CC(CN1CC1)OC(C)=O (configuration not stated)
50	CCOC(=O)c1cnc(N2CC2)nc1N

entry no.	41	42	43	44	45	46	47	48	49	50
CAKI-1	·	104	101	98	26	88	·	88	99	100&97
RXF 393	112	133	113	·	52	104	104	94	165	104&130
TK-10	111	102	111	96	35	93	92	84	113	114&101
OVCAR-3	114	119	120	111	33	108	101	-41*	109	116&110
A498	93	·	100	73	95	87	104	·	104	91&84
ACHN	107	105	104	100	14	94	103	93	111	92
OVCAR-8	101	100	102	101	16	107	99	85	124	96&104
OVCAR-5	85	101	104	97	19	92	100	111	87	100&101

Look-ups from the list:
cpd 5 in ACHN has 112
cpd 15 in A498 has 99
cpd 4 in OVCAR-8 has 102
cpd 40 in CAKI-1 has 69
cpd 39 in ACHN has 106
cpd 47 in TK-10 has 92
cpd 32 in RXF 393 has 119

(next part)
51	CC[C@H](C)[C@H](NC(=O)C12CC(NC(C)=O)(C1)C2)C(=O)N(C)[C@H](C[C@@H](OC(C)=O)c1nc(C(=O)N[C@@H](Cc2ccccc2)C[C@H](C)C(=O)OC)cs1)C(C)C
52	CC12CCC3C(CCC4CC(O)CCC43C)C1CC(CO)C2=O (configuration not stated)
53	CCCCOc1nc2c(C)cccc2cc1C(c1c(O)c2ccccc2oc1=O)c1cn(CCCC)c2ccccc12 (configuration not stated)
54	ClC(Cl)(Cl)Sn1cccn1
55	Cc1ccc(NC(=O)CBr)cc1
56	Cc1c(CCN)ccc2c1[nH]c1ccccc12
57	NC(=O)c1[nH]cnc1NN=NCCF
58	CCC/C(=N/OC(=O)N(C)C)c1ccccc1
59	O=[N+]([O-])c1ccc(OP(=O)(CCl)N(CCCl)CCCl)cc1 (configuration not stated)
60	CC[C@]12C=CCN3CC[C@@]4(c5ccc(OC)cc5N(C)[C@H]4[C@@](O)(C(=O)OC)[C@@H]1OC(=O)CCC[P+](c1ccc(F)cc1)(c1ccc(F)cc1)c1ccc(F)cc1)[C@@H]32

entry no.	51	52	53	54	55	56	57	58	59	60
CAKI-1	64	·	75	·	104	43	61	128	95	73
RXF 393	44	106	·	101	102	79	107	112	101	-10*
TK-10	50	99	98	109	110	101	67	111	100	64
OVCAR-3	-42*	105	89	·	112	72	·	114	118	21
A498	-15*	97	62	·	99	80	97	90	109	101
ACHN	44	97	95	102	108	77	93	121	101	101
OVCAR-8	17	98	77	·	·	107	75	102	100	28
OVCAR-5	44	101	111	107	109	90	101	116	100	67

61	CC1(C)N=C(N)N=C(N)N1c1ccc(OCCCCNC(=O)c2ccc(S(=O)(=O)F)cc2)c(Cl)c1
62	CCCCCCOC(CN(C)C)C(Cl)(Cl)Cl (configuration not stated)
63	COc1ccc(C(=O)CC(c2ccc3c(c2)OCO3)c2c(O)c3ccccc3oc2=O)cc1OC (configuration not stated)
64	COC(=O)C1=COC(C)C2CN3CCc4c([nH]c5cc(OC)ccc45)C3CC12 (configuration not stated)
65	O=C(O)c1ccccc1N(CCO)CCCl
66	O=C(O)C(Br)C(Br)C(=O)O (configuration not stated)
67	O=C(NCCOc1ccc([N+](=O)[O-])cc1Cl)Nc1ccc(S(=O)(=O)F)cc1
68	COc1cccc(C=O)c1OC
69	COC(=O)C1=C(O)c2[nH]c3ccccc3c2C2(C)CCCC1C2 (configuration not stated)
70	O=C(O)C(=O)CBr

entry no.	61	62	63	64	65	66	67	68	69	70
CAKI-1	99	·	94&100	·	112	100	37	109	79	95
RXF 393	76	·	135&105	116	102	115	64	112	96	118
TK-10	58	91	109&102	110	117	97	83	139	145	91
OVCAR-3	119	111	112&98	113	111	105	90	127	94	97
A498	105	104	95&89	·	100	73	67	122	95	87
ACHN	97	103	100&104	109	95	101	89	114	91	95
OVCAR-8	33	96	100&101	102	101	106	87	108	93	102
OVCAR-5	56	98	101&109	112	92	104	90	110	87	111

71	O=[N+]([O-])c1ccc(Cl)c([N+](=O)[O-])c1
72	CC12COC(=O)CC1CCC1C2CCC2(C)C1CCC2(C)O (configuration not stated)
73	CC(=O)O[C@H]1[C@H]2[C@@H](CC[C@H]3C[C@@H](O)CC[C@@]32C)[C@@]2(O)CC[C@H](C(C)=O)[C@@]2(C)[C@@H]1OC(=O)/C=C/c1ccccc1
74	CC(CN(CCCl)Cc1ccccc1)Oc1ccccc1 (configuration not stated)
75	O=NN1CCCc2cccc(O)c21
76	O=C(Nc1ccncc1F)c1cn(CC2CC2)c2ccccc12
77	CC[C@H](C)[C@H](NC(=O)CN(C)C)C(=O)N(C)[C@H](C(=O)NC12C3C4C1C1C2C3C41C(=O)N[C@@H](Cc1ccccc1)C[C@H](C)C(=O)OC)C(C)C (some centres not stated)
78	O=C1C(=O)c2ccccc2-c2ccccc21
79	O=C1NC(=O)C(=Cc2cn(Cc3ccccc3)c3ccccc23)C(=O)N1
80	C=CCN=C1N[C@]23CC(=O)CC[C@]2(C)[C@H]2CC[C@]4(C)C(=O)CC[C@H]4[C@@H]2C[C@@H]3S1

entry no.	71	72	73	74	75	76	77	78	79	80
CAKI-1	98	·	·	90	·	98	95	-100*	62	92
RXF 393	114	107	114	104	-4.0*	103	104	-93*	87	105
TK-10	102	109	100	101	96	103	96	-98*	29	112
OVCAR-3	109	115	117	119	50	110	107	-91*	73	88
A498	100	143	101	·	87	91	96	89	-73*	87
ACHN	119	102	·	102	17	108	101	-94*	93	92
OVCAR-8	107	109	99	98	24	101	101	-98*	81	102
OVCAR-5	112	97	104	99	115	113	101	-64*	18	92

81	C/C=C(\CC)C1(CCC)C(=O)NC(=S)NC1=O
82	C1CNC2CCCC2C1 (configuration not stated)
83	CN(N=O)c1ccccc1
84	C[C@]12CC[C@H]3[C@@H](CCC4=CC(=O)CC[C@@H]43)[C@@H]1CC[C@@H]2OC(=O)c1ccccc1

entry no.	81	82	83	84
CAKI-1	100	103	101	89
RXF 393	106	93	·	94
TK-10	103	103	·	·
OVCAR-3	114	107	109	94
A498	105	107	140	83
ACHN	94	103	108	104
OVCAR-8	101	106	95	90
OVCAR-5	99	103	110	96

Part of the list above, reduced to CAKI-1, ACHN and A498.
nr | Compound | CAKI-1 | ACHN | A498
83 | CN(N=O)c1ccccc1 | 101 | 108 | 140
82 | C1CNC2CCCC2C1 (configuration not stated) | 103 | 103 | 107
